Assay outcomes (PubChem BioAssay)
Apoferritin bind = qHTS Assay for Identification of Novel General Anesthetics; hit rate 0.074% among 350,000; apoferritin/1-aminoanthracene competitive binding, fluorescence; Potency, µM (top dose mostly 77.5 µM), for inactives: at the highest dose activity change, negative = displacement, actives largely listed as inhibitors; further: potency means the concentration at half of the fitted maximal effect; on the % scale 0 is the no-effect control and ±100 the full control effect; nearly all actives have a fitted effect of over 20% in size
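Steps: apoferritin (10 uM) was premixed with half-saturated 1-AMA in PBS, compounds were pin-transferred, plates stood 10 min at room temperature, fluorescence was read at 380/535 nm, and curves were fitted with a Hill equation.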
RGS4 inh = Inhibitors of Regulator of G Protein Signaling (RGS) 4: qHTS. Potency, µM (doses to about 114 µM), for inactives: top-dose activity change, negative = inhibition, hits mostly inhibitors. Regulator of G-protein signaling 4 (Homo sapiens), P49798. AID 504845, 2011. Transcreener GDP fluorescence polarization, RGS4-accelerated GTP hydrolysis. hit rate 0.039% among 390,000; further: potency means the concentration at half of the fitted maximal effect; on the % scale 0 is the no-effect control and ±100 the full control effect; nearly all actives have a fitted effect of over 75% in size; some results filed as inactive show a strong effect at the top dose
Target sequence (P49798 whole entry, looked up): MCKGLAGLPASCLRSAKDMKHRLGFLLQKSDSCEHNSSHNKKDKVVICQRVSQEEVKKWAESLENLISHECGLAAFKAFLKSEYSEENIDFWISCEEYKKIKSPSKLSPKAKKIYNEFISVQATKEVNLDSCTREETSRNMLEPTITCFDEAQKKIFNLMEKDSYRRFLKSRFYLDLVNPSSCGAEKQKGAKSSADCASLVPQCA
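MLSMR compounds (23 nl, pin-transferred) preincubated 10 min at room temperature with a 500nM (2x) first reagent, then RGS4 at 900nM (2x) plus Transcreener GDP mix added; fluorescence polarization (620/688 nm) read before and after 90 min at 30 °C.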
12-LOX inh = Primary qHTS assay for inhibitors of human arachidonate 12S-lipoxygenase (ALOX12): Round 2. Potency, µM (doses to about 108 µM), without a hit: at the top dose activity change, negative = inhibition, hits mostly inhibitors. Polyunsaturated fatty acid lipoxygenase ALOX12 (Homo sapiens), P18054. AID 1671190, 2021. purified 12hLO, xylenol orange hydroperoxide absorbance. hit rate 1.1% among 580,000; further: potency means the concentration at half of the fitted maximal effect; on the % scale 0 is the no-effect control and ±100 the full control effect
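Hydroperoxide product was detected by ferrous iron/xylenol orange as the 573 to 405 nm absorbance ratio. Arachidonic acid at 40 uM (final) was turned over for 30 min at room temperature by 150 nM human 12hLO, pH 7.0 Hepes buffer, after 15 min compound preincubation.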
APEX1 inh = qHTS Assay for Inhibitors of the Human Apurinic/apyrimidinic Endonuclease 1 (APE1) | Potency, µM (titrated, usually from 65.8 µM), for inactives: at the top dose activity change, negative = inhibition, hits mostly inhibitors | recombinant APE1, TAMRA/BHQ-2 abasic DNA cleavage fluorescence | AID 2517, 2012 | hit rate 0.35% among 350,000 | DNA repair nuclease/redox regulator APEX1 (Homo sapiens), P27695;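 further: potency means the concentration at half of the fitted maximal effect; plate controls were vehicle for no effect and reference inhibitor for full effect; nearly all actives have a fitted effect of over 55% in size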
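Incision of a quenched TAMRA/BHQ-2 THF abasic-site duplex (50 nM) by 0.75 nM APE1, after 15 min compound preincubation, measured as fluorescence increase over three 60 s reads. Values normalized to buffer, DMSO and NSC13755 control wells.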
ERG-DNA inh = qHTS for Small Molecule Inhibitors of the ERG Ets/DNA interaction; Potency, µM (doses to about 76.9 µM), without a hit: top-dose FP activity, negative = inhibition, hits mostly inhibitors; hit rate 0.028% among 370,000; fluorescence polarization, His-ERG Ets domain / labelled DNA; Transcriptional regulator ERG (Homo sapiens), P11308; AID 624246, 2012; active means well fitted inhibition curve with a large enough effect in the polarisation, with a control signal flat; inconclusive means small, poorly fitted or top-dose-only effect, or effect the other way, or a change in a side signal; inactive means no such curve, though single readings can be large or run the other way; the % refers to the polarisation;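 further: polarization taken with two DNA probes labelled with fluorescein and Texas red; potency means the concentration at half of the fitted maximal effect; % of control where 0% means no effect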
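His-tagged ERG Ets domain (1 uM in the protein solution; 300mM KCl, 50mM Tris-HCl, 1mM EDTA, 1mM DTT, pH 7.5) received compound, then a probe mix of 5 nM fluorescein-DNA and 100nM Texas-615-DNA. Fluorescence polarization was read for both dyes.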
POLK inh = qHTS for Inhibitors of Polymerase Kappa. DNA polymerase kappa (Homo sapiens), Q9UBT6. purified Pol kappa, fluorescent DNA synthesis assay, 10 min. Potency, µM (highest dose often 107 µM), inactives show top-dose activity, negative = inhibition, hits mostly inhibitors. hit rate 0.53% among 400,000; further: potency means the concentration at half of the fitted maximal effect; on the % scale 0 is the no-effect control and ±100 the full control effect
Target sequence (Q9UBT6 whole entry, looked up): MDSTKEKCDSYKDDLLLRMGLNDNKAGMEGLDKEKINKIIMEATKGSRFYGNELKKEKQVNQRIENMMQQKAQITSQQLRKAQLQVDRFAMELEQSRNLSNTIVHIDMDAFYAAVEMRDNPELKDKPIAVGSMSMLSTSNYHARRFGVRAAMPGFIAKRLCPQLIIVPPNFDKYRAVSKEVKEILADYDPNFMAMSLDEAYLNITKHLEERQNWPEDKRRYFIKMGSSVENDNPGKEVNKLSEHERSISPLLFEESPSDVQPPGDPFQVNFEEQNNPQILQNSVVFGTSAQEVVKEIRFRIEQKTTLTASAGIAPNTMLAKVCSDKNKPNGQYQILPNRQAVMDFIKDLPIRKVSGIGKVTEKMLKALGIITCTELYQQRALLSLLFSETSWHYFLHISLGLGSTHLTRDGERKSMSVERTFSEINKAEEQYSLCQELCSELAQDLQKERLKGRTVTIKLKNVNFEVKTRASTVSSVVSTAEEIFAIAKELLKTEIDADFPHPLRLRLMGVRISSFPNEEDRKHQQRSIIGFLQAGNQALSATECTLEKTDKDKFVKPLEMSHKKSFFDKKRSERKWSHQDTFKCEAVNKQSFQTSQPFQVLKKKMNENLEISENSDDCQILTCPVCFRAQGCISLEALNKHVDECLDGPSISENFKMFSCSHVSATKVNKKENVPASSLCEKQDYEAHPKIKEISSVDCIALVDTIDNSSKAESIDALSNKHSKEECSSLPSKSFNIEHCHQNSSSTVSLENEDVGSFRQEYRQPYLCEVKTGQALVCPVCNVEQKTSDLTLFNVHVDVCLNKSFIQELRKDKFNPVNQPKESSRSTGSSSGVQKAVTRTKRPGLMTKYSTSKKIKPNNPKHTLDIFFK
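Inhibition of 10 nM Pol kappa is measured by a fluorescent read-out at 0 and 10 min following addition of 50 nM substrate (final), with a 15-min room-temperature compound preincubation.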
LDHA inh = qHTS assay for inhibitors of human lactate dehydrogenase; hit rate 0.15% among 480,000; purified LDHA, NADH/diaphorase-resazurin fluorescence; stronger effect = lower value; AID 1347041, 2019; L-lactate dehydrogenase A chain (Homo sapiens), P00338; activity change, % (values are at about 110 or 230 µM); in the data active means activity change below about -30%; inconclusive means mostly about -25% to -30%;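 further: plate controls were DMSO wells for no effect and wells without enzyme for full effect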
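Human LDH5 at 2 nM final in Tris HCl pH 7.4 with 0.06 mM NADH and 0.2 mM pyruvate, reacted 5 minutes at room temperature. Remaining NADH coupled via diaphorase/resazurin; resorufin fluorescence read at 0 and 20 minutes, normalized to enzyme-free and DMSO wells.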
Pol eta inh = qHTS for Inhibitors of Polymerase Eta | DNA polymerase eta (Homo sapiens), Q9Y253 | recombinant Pol eta, fluorescent DNA replication assay | Potency, µM (top dose mostly 114 µM), for the others: top-dose activity change, negative = inhibition, usual class: inhibitors | hit rate 1.2% among 390,000 | AID 588591, 2011; further: potency means the concentration at half of the fitted maximal effect; on the % scale 0 is the no-effect control and ±100 the full control effect
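Pol eta at 10 nM preincubated with compounds 15 min at room temperature; reaction started with fluorescent substrate (50 nM final) and read kinetically at 0 and 10 min.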
POLB inh = qHTS Assay for Inhibitors of DNA Polymerase Beta | Pol beta primer extension/strand displacement, fluorescence kinetic | Potency, µM (highest dose often 114 µM), inactives show top-dose activity change, negative = inhibition, hits mostly inhibitors | P06746 | hit rate 1.3% among 340,000; further: potency means the concentration at half of the fitted maximal effect; on the % scale 0 is the no-effect control and ±100 the full control effect
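Kinetic readout of DNA synthesis with strand displacement by Pol beta. Compound and 10 nM enzyme sit 15 min at room temperature; 50 nM substrate starts the reaction, read immediately and at 10 min.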
Starred values were filed as active, the others as inactive; ? = inconclusive; · = not tested or not shown; & = joins results of further samples; [ ] = remark or other dose. Unless noted, the call rests on the fitted dose curve; in most records, active means well fitted curve in the direction sought with a large enough effect; inconclusive means small, poorly fitted or top-dose-only effect, or another doubt; inactive means no such curve, though single readings can be large; an effect the other way counts as inactive or inconclusive. A portion of the library (hit frequency here may not be typical).

The line under a structure holds: LDHA inh | APEX1 inh | POLK inh | POLB inh | 12-LOX inh | ERG-DNA inh | Apoferritin bind | RGS4 inh | Pol eta inh
O=C(CSc1ccc(Cl)cc1)NNC(=O)c1ccco1
 : -9 | 13% | 0% | -3% | 4% | -11% | -10% | -8% | -10%
Cn1c(=O)[nH]c(=O)c2c1nc(N/N=C/c1ccncc1)n2Cc1ccc(Cl)cc1
 : -3 | 9% | -5% | 32% | 112%[activator] | 8% | 6% | -13% | -24%
CCOC(=O)C1CCCN(C(=O)CCNS(=O)(=O)c2ccc(Br)cc2)C1 (centres undefined)
 : 2 | 8% | 16% | · | 57%[activator] | 20% | · | -35% | -9%
Cc1ccc(N(CCC#N)C(=O)COC(=O)c2cc(C)no2)cc1
 : -5 | 1% | -2% | · | -12% | 0% | · | -19% | -5%
Cc1ccc(C(=O)OCC(=O)NC2CCCc3ccccc32)o1 (centres undefined)
 : -6 | -6% | -14% | · | -14% | 3% | · | -29% | -15%
O=C(NCCc1ccccc1)c1ccc(Cl)c(S(=O)(=O)N2CCOCC2)c1
 : 0 | 12% | 0% | 11% | 0% | 16% | -14% | 0% | 3%
COc1ccccc1NC(=O)Cn1c(=O)c(N(C)C)c(N)n(C)c1=O
 : -14 | -3% | -2% | -24% | -1% | -3% | -2% | 3% | -6%
CC(=O)c1cccc(N(C(=O)CNC(=O)c2ccco2)C(C(=O)NC2CCCC2)c2ccco2)c1 (centres undefined)
 : -2 | 22% | -7% | -23% | -30% | -1% | -1% | -25% | -19%
Cc1ccc(Sc2c(CO)c(-c3ccccc3)nn2C)cc1
 : -7 | ? | -3% | ? | -11% | 3% | ? | -4% | -5%
CCCSC1=C(C#N)C(c2ccccc2OCC)CC(=O)N1 (centres undefined)
 : -3 | 0% | -16% | -27% | -4% | 1% | -1% | 13% | 0%
Cc1ccc(-n2c(=O)c3c4c(sc3n3c(=S)[nH]nc23)CCC4)cc1
 : -2 | 1% | -10% | 0% | ? | -6% | 3% | -46% | -12%
Cc1ccnc(NC(=O)C(C)N2C(=O)c3ccccc3S2(=O)=O)c1 (centres undefined)
 : 0 | 10% | -6% | · | ? | 2% | · | -4% | -21%
CC(C)c1ccc(-c2noc(SCC(=O)N(C)c3ccc(F)cc3)n2)cc1
 : 1 | · | -7% | 5% | ? | 0% | 125%[activator] | 20% | -15%
CCNc1c(NS(=O)(=O)c2ccc(OC)cc2)c(=O)oc2ccccc12
 : -5&-1 | 15% | -1% | -8% | -16%&-19% | -8% | -9% | 3% | -14%
COC(=O)C1=C(C)N(C)C(=O)NC1c1cccc2ccccc12 (centres undefined)
 : -7 | -9% | -15% | 24% | ? | -4% | -11% | -6% | -8%
COc1ccc(NC(=O)CN(C)C(=O)c2ccc3c(c2)NC(=O)CS3)cc1
 : -4 | 1% | -7% | · | ? | -3% | · | -10% | -9%
O=C(CSc1nnc(Cc2ccccc2)o1)c1ccc2c(c1)OCO2
 : -6 | 16% | 3% | · | ? | -5% | · | -15% | -20%
COc1ccc(N(C(=O)C(C)C)S(=O)(=O)c2cccs2)cc1
 : -1 | -2% | 1% | 22% | 16% | -10% | -13% | 7% | -15%
Cc1nn(Cc2ccccc2)c(Cl)c1C(=O)OCC(=O)NC(=O)NC12CC3CC(CC(C3)C1)C2
 : 3 | 3% | -11% | 16% | -15% | 0% | 3% | 7% | -25%
Cc1cc(NC(=O)C2CC(c3ccc(F)cc3)=NO2)no1 (centres undefined)
 : -11 | -2% | -21% | 24% | -1% | -11% | -4% | 30% | -7%
O=S(=O)(Nc1cccc(Br)c1)c1cccc2nsnc12
 : -2 | 4% | -15% | 11% | -20% | 3% | ? | 15% | 8%
CCN(CC)C(=O)c1ccc(S(=O)(=O)N2CCC(c3nc4ccccc4s3)CC2)cc1
 : -4 | ? | -2% | 20% | -31% | · | -18% | 2% | 2%
COCCNC(=O)COc1ncnc2scc(-c3ccc(F)cc3)c12
 : 1 | -8% | 4% | -8% | -10% | 3% | -7% | -16% | -10%
CCN1CCN(CCCNC(=O)Cn2nc(C)n3nc(-c4ccccc4)cc3c2=O)CC1
 : -4 | -7% | -13% | -9% | -2% | -13% | -5% | 15%[11.4 µM] | -12%
O=C(Nc1ccc(Cl)cn1)c1ccc2nccnc2c1
 : -11 | -4% | -5% | -10% | -13% | -5% | 0% | -13% | -18%
CCOC(=O)C1=C(C)N(CCCCCC(=O)O)C(=O)NC1c1ccc([N+](=O)[O-])cc1 (centres undefined)
 : -10 | 28% | 2% | 23% | -2% | -2% | -15% | -16% | 2%
COc1ccc(/C=C/C(=O)Nc2ccc3nc4c(c(Nc5ccccc5OC)c3c2)CCCC4)cc1
 : 2 | · | -43% | 12% | ? | -8% | 4% | -6% | 7%
Cc1ccc(OCc2cc(=O)n3c4c(sc3n2)CCCC4)c(C)c1
 : 1 | · | -4% | 3% | -17% | 3% | -4% | 0% | -10%
O=C(NCc1ccc2c(c1)CCN2C(=O)c1ccc(Cl)cc1)c1cccc(F)c1
 : -7 | · | -8%[60.1 µM] | 2% | 3% | -6% | -4% | 0% | 4%
COc1ccc(-n2c(Cc3ccccc3)nnc2SCc2ccc([N+](=O)[O-])cc2)cc1
 : -2 | -10% | 1% | 0% | ? | -1% | -21% | 5%[11.4 µM] | -15%

The closing 4 records of the part above come first, to join the parts:
The line under a structure holds: LDHA inh | APEX1 inh | POLK inh | POLB inh | 12-LOX inh | ERG-DNA inh | Apoferritin bind | RGS4 inh | Pol eta inh
COc1ccc(/C=C/C(=O)Nc2ccc3nc4c(c(Nc5ccccc5OC)c3c2)CCCC4)cc1
 : 2 | · | -43% | 12% | ? | -8% | 4% | -6% | 7%
Cc1ccc(OCc2cc(=O)n3c4c(sc3n2)CCCC4)c(C)c1
 : 1 | · | -4% | 3% | -17% | 3% | -4% | 0% | -10%
O=C(NCc1ccc2c(c1)CCN2C(=O)c1ccc(Cl)cc1)c1cccc(F)c1
 : -7 | · | -8%[60.1 µM] | 2% | 3% | -6% | -4% | 0% | 4%
COc1ccc(-n2c(Cc3ccccc3)nnc2SCc2ccc([N+](=O)[O-])cc2)cc1
 : -2 | -10% | 1% | 0% | ? | -1% | -21% | 5%[11.4 µM] | -15%
O=C(NCc1ccccc1Cl)C1CCC(CNS(=O)(=O)c2ccc(Br)s2)CC1 (centres undefined)
 : 2 | · | 14% | -2% | -23% | 3% | 2% | -12% | -1%
Cc1ccc(NC(=O)CN2C(=O)CCc3cc(S(=O)(=O)N4CCCCC4)ccc32)cc1N(C)C
 : 7 | · | -8%[60.1 µM] | ? | -21% | 0% | ? | -29% | -15%
O=C1C(c2ccncc2)N(CCC2=CCCCC2)C(=O)CN1C1CCCCC1 (centres undefined)
 : 9 | -3% | -7% | 0% | 9% | 1% | -12% | -9% | -7%
CC(NS(=O)(=O)c1ccc(Br)cc1)C(c1cccs1)N1CCOCC1 (centres undefined)
 : 0 | -3% | 0% | -1% | 4% | -2% | 2% | -26% | -17%
COc1ccc(NC(=O)CN2C(=O)C(c3ccccc3)=NC23CCC(C)CC3)cc1Cl (centres undefined)
 : -2 | · | -17% | 3% | -26% | -4% | -13% | 2% | ·
O=S1(=O)c2ccc(Br)cc2N2CCC[C@@H]2CN1C1CC1
 : 0 | · | -13% | · | ? | -2% | · | 7% | -11%
CC(C)(C)NC(=O)C1CN(S(=O)(=O)c2ccccc2)CCN1S(=O)(=O)c1ccccc1 (centres undefined)
 : -3 | -2% | -1% | 26% | 7% | -10% | ? | 8% | -3%
COc1cccc(/C=N/N2CCN(C)CC2)c1
 : 0 | 2% | -6% | 22% | -16% | 9% | -4% | 6% | -4%
Cc1noc(/C=C/N(C)C)c1S(=O)(=O)N1CCCC(C(=O)Nc2ccc3c(c2)OCO3)C1 (centres undefined)
 : -2 | ? | 4% | 0% | 18% | 14% | -2% | -17% | -10%
COc1ccc(Cl)cc1NC(=O)C1CCCN(S(=O)(=O)c2ccc3c(c2)CCCC(=O)N3)C1 (centres undefined)
 : -9 | · | -13% | -1% | -20% | -1% | 61%[activator] | 17% | -4%
Cc1ccccc1Cc1c(C)nc2nc(SCC(=O)N(C)c3ccccc3)nn2c1C
 : -3 | · | -10%[60.1 µM] | 5% | 3% | 3% | ? | 2% | -18%
